RNase H inhibition: RNase H inhibition, HIV 1 Gag Pol polyprotein, FRET biochemical assay, screening (AID 372) | 100,000 compounds, 0.77% hits | HIV-1 RT RNase H, FRET RNA/DNA substrate fluorescence; higher % means a stronger effect | one-dose inhibition, % at 10 µM; IC50 in µM for titrated hits; in the data active = inhibition above about 50%
Active calls of the source: *.

SMILES | RNase H inhibition
Cc1ccc2c(c1)C1C=CCC1C(c1cccc([N+](=O)[O-])c1)N2 (stereo not given) | 15%
CC1(C)Cc2ccccc2C(/C(=N\O)C(=O)c2ccccc2)=N1 | 6%
CCOc1cccc(N2C(=O)CC(SCC(=O)Nc3ccc(Cl)cc3)C2=O)c1 (stereo not given) | 6%
O=C(CN1CCSCC1)N/N=C/c1ccoc1 | 0%
CC1=CCC2C(=O)N(c3ccc(C(=O)Nc4cccc(Cl)c4)cc3)C(=O)C2C1 (stereo not given) | 5%
COc1ccc(/C=C2\CCCC3=C2Nc2ncnn2C3c2ccc(OC)cc2)cc1 (stereo not given) | 4%
Cc1ccc(/C=N/NC(=O)Cc2ccc(Cl)cc2)o1 | 7%
O=C(/C=C/c1ccc([N+](=O)[O-])cc1)Nc1ccccc1[N+](=O)[O-] | 3%
O=C(CC(Nc1ccc2ncccc2c1)c1ccccc1)c1ccccc1 (stereo not given) | 17%
Cc1cccc(-c2cc(C(=O)Nc3nc(-c4ccc(Cl)cc4)cs3)c3ccccc3n2)c1 | 28%
C=CCc1cccc(C=Nn2c(-c3ccc(C(C)(C)C)cc3)n[nH]c2=S)c1O | 12%
Cc1ccc(/C=C/C(=O)Nc2sc3c(c2C(N)=O)CCC(C)C3)cc1 (stereo not given) | 3%
COC(=O)C1=C(C)NC2=C(C(=O)CCC2)C1c1cc(OC)ccc1OC (stereo not given) | 3%
COc1ccc2[nH]c3c(c2c1)CCC/C3=N\N | 9%
COc1cccc(NC(=O)CCCN2C(=O)/C(=C\c3cccs3)SC2=S)c1 | 33%
O=C(Nc1ccccc1)C1CC(=O)N(c2ccccc2)C1 (stereo not given) | 0%
CCN(CC)c1ccc(/C=C(\C#N)C(=O)NC)cc1 | 0%
COc1ccc(C(=O)/C=C/NN2C(=O)c3ccccc3C2=O)cc1 | 4%
CCOc1ccccc1C(=O)Nc1ccc(N2CCOCC2)cc1 | 10%
O=C(O)COc1ccc(/C=N/NC(=O)/C(=C/C=C/c2ccccc2)NC(=O)c2ccccc2)cc1 | 7%

Among those listed so far, these have an NH in an aromatic ring:
SMILES | RNase H inhibition
C=CCc1cccc(C=Nn2c(-c3ccc(C(C)(C)C)cc3)n[nH]c2=S)c1O | 12%
COc1ccc2[nH]c3c(c2c1)CCC/C3=N\N | 9%

Next part.
SMILES | RNase H inhibition
COc1ccc(C(=O)c2ccc(C)c([N+](=O)[O-])c2)cc1 | 19%
COC(=O)CC(C(=O)OC)C(C(=O)OC)C(=O)OC (stereo not given) | 0%
CC(C)(C)c1ccc(C(=O)NNC(=O)c2cnccn2)cc1 | 0%
O=C1OC(c2ccc(Br)cc2)/C(=C(\O)c2ccccc2)C1=O (stereo not given) | 0%
CC(C)(C)C1CCC(=NNC(=O)CN(c2cccc(C(F)(F)F)c2)S(=O)(=O)c2ccccc2)CC1 (stereo not given) | 11%
Cc1ccc(OCCOCCOc2ccccc2/C=C2/SC(=S)NC2=O)cc1 | 12%
O=C(O)COc1ccc(/C=C2\C(=O)NC(=S)N(c3cccc(Cl)c3Cl)C2=O)cc1 | 0%
O=C1OC(c2sc3ccccc3c2Cl)=N/C1=C/c1ccccc1Cl | 14%
Cc1ccc(N2C(=O)/C(=C/c3ccc(C(=O)O)cc3)SC2=S)cc1C | 7%
CCC1=NN(C(=O)c2ccc(OC)cc2)C(O)(c2ccncc2)C1 (stereo not given) | 4%
CCOc1cc(C2C(C(=O)OC)=C(C)NC(C)=C2C(=O)OC)ccc1O | 0%
C#CCOc1c(CC=C)cc(/C=C2\C(=O)NC(=O)N(c3ccc(Br)cc3)C2=O)cc1OC | 20%
O=C(O)c1ccc(-c2cc([N+](=O)[O-])ccc2Cl)o1 | 10%
O=c1oc2c(O)c(O)ccc2c2c1CCC2 | 33%
Cc1cccc(-c2cc(C(=O)Nc3sc4c(c3C(=O)OC(C)C)CCCCC4)c3ccccc3n2)c1 | 0%
C/C(=N\Nc1c(Cl)cc(Cl)cc1Cl)c1ccccn1 | 29%
CCOC(=O)C1=C(N)OC2=C(C(=O)CC(C)(C)C2)C1c1cccc(F)c1 (stereo not given) | 3%
Cc1cccc(N2CCN(C(=O)c3ccc(C(C)(C)C)cc3)CC2)c1C | 19%
O=C(N/N=C/c1cccc(Br)c1)C(=O)Nc1cccc(Br)c1 | 12%
O=C1/C(=C\c2ccsc2)SC(=S)N1Cc1ccccc1 | 0%

In the list so far, these have two or more sulfur atoms:
SMILES | RNase H inhibition
COc1cccc(NC(=O)CCCN2C(=O)/C(=C\c3cccs3)SC2=S)c1 | 33%
Cc1ccc(OCCOCCOc2ccccc2/C=C2/SC(=S)NC2=O)cc1 | 12%
Cc1ccc(N2C(=O)/C(=C/c3ccc(C(=O)O)cc3)SC2=S)cc1C | 7%
O=C1/C(=C\c2ccsc2)SC(=S)N1Cc1ccccc1 | 0%

A few values from above.
In RNase H inhibition, CCOC(=O)C1=C(N)OC2=C(C(=O)CC(C)(C)C2)C1c1cccc(F)c1 (stereo not given) shows 3%
In RNase H inhibition, Cc1ccc(OCCOCCOc2ccccc2/C=C2/SC(=S)NC2=O)cc1 shows 12%
In RNase H inhibition, CC(C)(C)C1CCC(=NNC(=O)CN(c2cccc(C(F)(F)F)c2)S(=O)(=O)c2ccccc2)CC1 (stereo not given) shows 11%

Continued:
SMILES | RNase H inhibition
O=C(NC(=S)Nc1ccc(Cl)c(-c2nc3ccccc3s2)c1)c1ccccc1 | 18%
Cc1c(C2(c3c(C)n(C)n(-c4ccccc4)c3=O)C(=O)N(C)c3ccc(Br)cc32)c(=O)n(-c2ccccc2)n1C | 10%
C=CCSc1nc2ccccc2n1C(=O)CN1C(=O)c2ccccc2C1=O | 0%
O=c1/c(=C\c2cn[nH]c2-c2ccccc2)sc2nc3ccccc3n12 | 40%
O=C1C2CC=C(Cl)CC2C(=O)N1CCc1c[nH]c2ccccc12 (stereo not given) | 2%
Cc1cccc(N(CC(=O)Nc2ccc(C)c(Cl)c2)S(C)(=O)=O)c1 | 10%
Cc1ccc(S(=O)(=O)N/N=C/c2cccc(OS(=O)(=O)c3ccc([N+](=O)[O-])cc3)c2)cc1 | 7%
O=[N+]([O-])c1cccc(-c2noc(-c3ccc(I)cc3)n2)c1 | 7%
COc1cc(C=O)ccc1OCc1cccc(C(=O)O)c1 | 2%
Cc1ccc(-c2cc(C(F)(F)F)n3nc(C(=O)O)c(Cl)c3n2)cc1 | 11%
COc1cccc(-c2csc(/C(C#N)=C/c3sccc3C)n2)c1 | 17%
O=C(O)c1cccc(NC(=O)C(c2ccccc2)c2ccccc2)c1 | 6%
COc1cccc(C2=NN(C(=O)c3cccc([N+](=O)[O-])c3)C(O)(C(F)(F)F)C2)c1 (stereo not given) | 44%
COc1ccc(OC)c(Nc2nc3nonc3nc2N2CCOCC2)c1 | 13%
O=C1c2ccccc2C(=O)N1c1ccc2nc(Sc3nc4ccc([N+](=O)[O-])cc4s3)sc2c1 | 19%
CCN1C(=O)/C(=C/c2cccc(OC(F)(F)C(F)F)c2)SC1=S | 2%
Cc1ccc(-c2nc3ncccc3o2)cc1NC(=O)c1cccc(Cl)c1Cl | 7%
Cc1cc(/C=C2/SC(=O)NC2=O)c(C)n1-c1ccc(Sc2ccc([N+](=O)[O-])cc2)cc1 | 28%
COc1ccc(C2CC(O)C(C)C(c3ccc(OC)cc3)N2)cc1 (stereo not given) | 5%
COC(=O)c1c(NC(=O)c2ccc([N+](=O)[O-])c(C)c2)sc2c1CCCC2 | 0%

O=C(COc1ccc(Cl)cc1)Nc1ccc2nn(-c3ccc(F)cc3)nc2c1
- RNase H inhibition = 36%
CCC(CC)NC(=O)c1cc(OC)c(OC)c(OC)c1
- RNase H inhibition = 6%
COc1ccc(C(=S)N2CCN(c3ccccc3)CC2)cc1
- RNase H inhibition = 4%
CC1=CC(C)C2(COC(=O)Nc3ccccc3)COC(c3ccccc3)C1C2C (stereo not given)
- RNase H inhibition = 4%
CCCCc1nc2ccccc2c(NC(=O)CN2CCOCC2)c1CCC
- RNase H inhibition = 13%
Cc1ccc(/C(O)=C2\C(=O)C(=O)N(C)C2c2ccccc2F)cc1 (stereo not given)
- RNase H inhibition = 0%
COc1ccc(-c2cc(C(=O)Nc3sc(C)c(C)c3C#N)c3ccccc3n2)c(OC)c1
- RNase H inhibition = 22%
CCc1ccc(NS(=O)(=O)c2cc(Cl)ccc2Cl)cc1
- RNase H inhibition = 15%
C/C(=N\Nc1nc(-c2ccc(C)cc2)nc2ccccc12)c1ccc(Br)cc1
- RNase H inhibition = 2%
CC(CN=CC1=C(O)CC(c2ccccc2)CC1=O)N=CC1=C(O)CC(c2ccccc2)CC1=O (stereo not given)
- RNase H inhibition = 12%
COc1c(Cl)ccc(Cl)c1C(=O)NCCc1nc2ccccc2[nH]1
- RNase H inhibition = 1%
COCCOC(=O)C1=C(C)NC2=C(C(=O)CCC2)C1c1ccc([N+](=O)[O-])cc1 (stereo not given)
- RNase H inhibition = 9%
COc1cccc(/C=C2/SC(=S)N(CC(=O)O)C2=O)c1
- RNase H inhibition = 8%
Cc1ccc(SCCNC(=O)CSc2ccc(Cl)cc2)cc1
- RNase H inhibition = 21%
CCN(CC)c1ccc(/C=C(/NC(=O)c2ccccc2Br)C(=O)NCCCC(=O)O)cc1
- RNase H inhibition = 10%

O=C(c1ccccc1)c1ccc(N2CCCCC2)cc1
- RNase H inhibition = 16%
CCCOc1ccc(N2C(=O)CC(Nc3ccc(NC(C)=O)cc3)C2=O)cc1 (stereo not given)
- RNase H inhibition = 10%
CSc1ccc(/C=N/Nc2nc(Nc3ccccc3)nc(N3CCCCC3)n2)cc1
- RNase H inhibition = 22%
CCOC(=O)C1=NN(C(=O)COc2ccccc2)C(O)(c2ccc(Cl)cc2)C1 (stereo not given)
- RNase H inhibition = 12%
COc1cc(/C=C2\C(=O)NC(=O)N(c3ccccc3C)C2=O)cc(I)c1O
- RNase H inhibition = 12%
CCOC(=O)c1c(NC(=O)c2ccc([N+](=O)[O-])cc2)n(C2CCCCC2)c2nc3ccccc3nc12
- RNase H inhibition = 11%
Cc1cccc(OCC(=O)N2CCCC2)c1
- RNase H inhibition = 10%
CCCCCCCC(=O)NNC(=O)c1cccc(C)c1
- RNase H inhibition = 7%
O=C(Nc1nnc(CSCc2ccc(Cl)cc2Cl)s1)Nc1ccccc1F
- RNase H inhibition = 41%
COc1ccc(N(CC(=O)Nc2ccc(C)cc2C)S(C)(=O)=O)c(OC)c1
- RNase H inhibition = 1%
Clc1ccc(-c2noc(C3CCCO3)n2)cc1 (stereo not given)
- RNase H inhibition = 11%
COc1ccccc1-n1c(C)c(C(=O)O)c2cc(OC)c3ccccc3c21
- RNase H inhibition = 17%
CCN1C(=O)/C(=C\c2ccc(F)cc2)C(C(=O)OC)=C1C
- RNase H inhibition = 0%
COc1cccc(Nc2nc3ccccc3nc2NS(=O)(=O)c2ccc(Cl)cc2)c1
- RNase H inhibition = 15%
COc1cc(CN2CCN(C3CCC(c4ccccc4)CC3)CC2)cc(OC)c1OC (stereo not given)
- RNase H inhibition = 3%

3 compounds out of the list, ordered by number of heavy atoms, descending:
COc1cc(CN2CCN(C3CCC(c4ccccc4)CC3)CC2)cc(OC)c1OC (stereo not given)
- RNase H inhibition = 3%
O=C(Nc1nnc(CSCc2ccc(Cl)cc2Cl)s1)Nc1ccccc1F
- RNase H inhibition = 41%
Cc1cccc(OCC(=O)N2CCCC2)c1
- RNase H inhibition = 10%

(list continues)
CC/C(C)=N\NC(=O)c1cc(-c2ccccc2)nc2ccccc12
- RNase H inhibition = 0%
COCCC(=O)NC12CC3CC(CC(C3)C1)C2
- RNase H inhibition = 8%
Cc1ccc(C(=O)NC(=S)Nc2nc(-c3ccc(Br)cc3)cs2)cc1C
- RNase H inhibition = 13%
COc1ccc(C(=O)NCC#N)cc1
- RNase H inhibition = 12%
Cc1cccc(-n2c(SCc3ccccc3)nc3ccccc3c2=O)c1
- RNase H inhibition = 2%
Cc1cc2nc(-c3ccccc3)cc(-c3ccccc3)n2n1
- RNase H inhibition = 19%
O=C(Nc1nc2ccccc2s1)c1cc([N+](=O)[O-])ccc1Br
- RNase H inhibition = 0%
CCN1C(=O)c2cccc3c(C(=O)c4ccccc4)ccc(c23)C1=O
- RNase H inhibition = 23%
COC(=O)c1c(-c2ccccc2Cl)csc1NC(=O)CCC(=O)O
- RNase H inhibition = 1%
CCOC(=O)c1c(NC(=O)c2ccc(S(=O)(=O)N3CCOCC3)cc2)sc(C(C)=O)c1C
- RNase H inhibition = 4%
Cc1ccc(C(=O)N(Cc2ccccc2)C(C)C)cc1[N+](=O)[O-]
- RNase H inhibition = 8%
Cc1cccc(N2C(=O)C3CC=CCC3C2=O)n1 (stereo not given)
- RNase H inhibition = 0%
O=C(NCc1ccc2c(c1)OCO2)c1cc(-c2ccccc2Cl)nc2ccccc12
- RNase H inhibition = 11%
CCC1=NN(C(=O)c2ccccc2Br)C(O)(c2ccncc2)C1 (stereo not given)
- RNase H inhibition = 0%
CC(NC(=O)CN1CCOCC1)C1CC1 (stereo not given)
- RNase H inhibition = 0%

CCOC(=O)C1=C(N)OC2=C(C(=O)CC(C)(C)C2)C1c1ccc(CC)s1 (stereo not given)
- RNase H inhibition = 20%
Cc1ccc(N=Cc2cc([N+](=O)[O-])ccc2O)cc1I
- RNase H inhibition = 11%
CC(C)=C1C2CCC1C(C(=O)NC1CCCCC1)C2C(=O)O (stereo not given)
- RNase H inhibition = 0%
COc1ccc(C2C(C(=O)/C=C/c3ccccc3)=C(O)C(=O)N2c2cccc(C(F)(F)F)c2)cc1OC (stereo not given)
- RNase H inhibition = 8%
O=C1C(=O)c2ccccc2C(O)=C1CC(=O)c1ccccc1
- RNase H inhibition = 8%
O=C(O)CN1C(=O)/C(=C\c2ccc(Cl)c(Cl)c2)SC1=S
- RNase H inhibition = 20%
CCc1ccc(OCC(=O)Nc2cc(-c3nc4ccc(C)cc4o3)ccc2Cl)cc1
- RNase H inhibition = 21%
O=C(Nc1cccc(Cl)c1)c1ccc(NCc2cccnc2)c([N+](=O)[O-])c1
- RNase H inhibition = 23%
COc1ccc(N2C(=O)C(=O)/C(=C(\O)c3ccc(Cl)cc3)C2c2ccc(OC)c(OC)c2)cc1 (stereo not given)
- RNase H inhibition = 12%
O=C(NC(=S)Nc1ccccc1)c1ccc(Cl)cc1
- RNase H inhibition = 18%
CCCCOc1ccc(C(=O)NCc2cccc3ccccc23)cc1
- RNase H inhibition = 9%

The list is partial; the hit share may differ from the screen's.
